HT1080 viability: cytotoxicity in HT1080 fibrosarcoma cells, cell-based, fluorescence readout (AID 620). HT1080 viability, fluorescence; higher % means a stronger effect. 87,000 compounds, 0.42% hits. cytotoxicity, % at 10 µM; hits with a dose series show EC50 in µM; in the data active = cytotoxicity above about 50%;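 also: cells exposed to compound overnight then 4 h with Alamar Blue; 0% = vehicle DMSO and 100% = killing control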
An asterisk follows results filed as active.

smiles	HT1080 viability
CCCCCn1ccc(=O)c2c(C(F)(F)F)nccc21	2%
CC(C)CC(=O)Nc1ccc2c(c1)oc1ccccc12	3%
COc1ccc(C2(C)NC(=O)N(CC(=O)NCCC3=CCCCC3)C2=O)cc1OC (configuration not stated)	-1%
CC(NC(=O)c1ccc(C(C)(C)C)cc1)C(=O)O (configuration not stated)	6%
CC(=O)c1c(C(C)=O)c(C)n(C2CCCCC2)c1C	5%
COCCNC(=O)C1(CC(C)C)C=CCN1C(C)=O (configuration not stated)	-17%
COc1ccc(OC)c(NC(=O)CSc2ncnc3c2cnn3-c2ccccc2Cl)c1	-3%
Cc1ccc(C(=O)N/N=C\c2cccn2C)cn1	-12%
COC(=O)c1ccc(C23CC4(C2)[C@H](CN(C)[C@@H]4c2ccccc2)C3c2ccc(Cl)nc2)cc1 (some centres not stated)	2%
O=C(Nc1ccc(Cl)cc1)N1CCN(c2ccccc2)CC1	-9%
CCOc1ncnc2c1oc1nc(CC(C)C)c3c(c12)CC(C)(C)OC3	-20%
COc1cc(/C=N\n2cnnc2)ccc1OCC(=O)Nc1ccc(C)cc1	5%
COc1ccc(-c2nnc(SC(C)C(=O)NCc3ccc4c(c3)OCO4)n2Cc2ccco2)cc1 (configuration not stated)	1%
Nn1c(SCC(=O)NC2CCCC2)nnc1-c1ccccc1F	-20%
Nc1nnc(CC(c2ccccc2)c2ccccc2)s1	-9%
COc1ccc2c(c1)N(C(=O)CN1C(=O)C3CCCCC3C1=O)C(C)(C)C=C2C (configuration not stated)	4%

Grouped by structure: the entries above with an aryl thioether with sulfur outside any ring (3)
smiles	HT1080 viability
COc1ccc(OC)c(NC(=O)CSc2ncnc3c2cnn3-c2ccccc2Cl)c1	-3%
COc1ccc(-c2nnc(SC(C)C(=O)NCc3ccc4c(c3)OCO4)n2Cc2ccco2)cc1 (configuration not stated)	1%
Nn1c(SCC(=O)NC2CCCC2)nnc1-c1ccccc1F	-20%

(cont.)
smiles	HT1080 viability
CC1(C)CC(=O)C2=C(C1)N(c1ccc(F)cc1)C(=O)CC2c1ccccc1 (configuration not stated)	-9%
CCn1c2ccccc2c2cc(NC(C)=O)ccc21	0%
Cc1ccc(O)c(CNc2nc3ccccc3n2C)c1	7%
N#Cc1c(-c2ccccc2)nc2n(c1=O)CCS2	-13%
O=C(CCc1ccc(S(=O)(=O)NCc2ccccc2)cc1)NCc1ccc2c(c1)OCO2	-11%
COc1ccccc1NC(=O)C(CC(C)C)NC(=O)C1CCCCC1 (configuration not stated)	4%
CC(C)CCNC(=O)C1CCC(=O)N1C(C)C (configuration not stated)	-4%
CCC(=NCc1ccco1)c1c(C(F)(F)F)[nH]n(-c2nc3ccccc3s2)c1=O	7%
CCOC(=O)CSc1nc(C(C)C)nc2ccccc12	-10%
Nc1nnc(Cc2ccccc2)s1	-9%
CN(C)c1ccc(/C=N\NC(=S)SCN2C(=O)C3CCC(C)(C2=O)C3(C)C)cc1 (configuration not stated)	0%
Cc1cc(C)nc(N(C#N)S(=O)(=O)c2ccc(Br)cc2)n1	15%
CCOc1ccc(S(=O)(=O)NCCC2=CCCCC2)c2ccccc12	9%
CCCCc1nc(N)c(C#N)c(-c2ccco2)c1CCC	10%
Cc1cc(C)cc(C(=O)N2CC(C)OC(C)C2)c1 (configuration not stated)	-15%
N/C(=N\c1nc2c(c(=O)[nH]1)CCCC2)Nc1ccc(Oc2ccccc2)cc1	1%
COCCn1c(SCc2nnc(-c3ccc(OC)c(OC)c3)o2)nc2sc3c(c2c1=O)CCC3	-3%
O=C(c1cccs1)c1coc2ccc(O)cc12	-10%
C=CCNc1nc(C)c(C(C)=O)cc1C#N	-1%
CCN1CCc2c(C#N)c(N3CCOCC3)nc(N3CCOCC3)c2C1	28%
CC(NC(=O)c1ccncc1)C(C)(C)C (configuration not stated)	-3%
Nc1ccc(C(=O)N2CCCC2)cc1	13%
Cc1c(NC(=O)CN2CCN(c3ccccc3)CC2)c(=O)n(-c2ccccc2)n1C	30%
CCN(C(=O)COC(=O)c1ccccc1Nc1cccc(C)c1C)C1CCS(=O)(=O)C1 (configuration not stated)	0%
CCOc1ccc(NC(=O)C2CCCN(S(=O)(=O)c3cccc4nsnc34)C2)cc1 (configuration not stated)	11%
O=C(CSc1nnc(CNc2ccc(F)cc2)n1-c1ccccc1)N1CCOCC1	2%
COCCNC(=O)[C@H](C)[C@@H]1C[C@@]1(C)[C@@H](NC(=O)OCc1ccccc1)c1ccccc1	-1%
CS(=O)(=O)N(Cc1ccccc1)c1ccc(C(=O)N2CCc3ccccc3C2)cc1	4%
O=C(Nc1nc2ccc(S(=O)(=O)N3CCCCC3)cc2s1)c1cccnc1	-4%
COc1cccc(CN2CCSCC2)c1	5%
O=C1NCCCN1Cc1ccc(F)cc1	2%
Cc1cccc(NC(=O)Cc2cccs2)n1	11%
O=C(c1ccc2c(c1)OCO2)N(Cc1ccco1)C1(C(=O)NC2CCCCC2)CCCCC1	-6%
C=CCC1c2cccc(C(=O)OC)c2C(=O)N1c1ccccc1 (configuration not stated)	-3%
CCC(C)[C@H](NC(=O)OC(C)(C)C)C(=O)N/N=C/c1cccc2nccnc12 (some centres not stated)	-4%
Cc1cc(NCCCN(C)C)n2nc(-c3cccs3)cc2n1	-11%
Cc1nnc(N2C(=O)C(O)=C(C(=O)c3ccco3)C2c2ccc(C(C)(C)C)cc2)s1 (configuration not stated)	-20%
CC(C)OC(=O)N(C)c1ccc(C(O)(C(F)(F)F)C(F)(F)F)cc1	-4%
CCCN1C(=O)SC(CC(=O)Nc2ccc(C)cc2)C1=O (configuration not stated)	-12%
Cn1nc(-c2ccc(N3CCOCC3)c(NS(=O)(=O)c3ccc(Cl)cc3)c2)c2ccccc2c1=O	-2%

By substructure, the entries above with an NH in an aromatic ring (2)
smiles	HT1080 viability
CCC(=NCc1ccco1)c1c(C(F)(F)F)[nH]n(-c2nc3ccccc3s2)c1=O	7%
N/C(=N\c1nc2c(c(=O)[nH]1)CCCC2)Nc1ccc(Oc2ccccc2)cc1	1%

Laid out differently: entries from further up
compound: Cc1nnc(N2C(=O)C(O)=C(C(=O)c3ccco3)C2c2ccc(C(C)(C)C)cc2)s1 (configuration not stated)
- HT1080 viability = -20%
compound: CC(C)OC(=O)N(C)c1ccc(C(O)(C(F)(F)F)C(F)(F)F)cc1
- HT1080 viability = -4%
compound: CCCN1C(=O)SC(CC(=O)Nc2ccc(C)cc2)C1=O (configuration not stated)
- HT1080 viability = -12%
compound: Cn1nc(-c2ccc(N3CCOCC3)c(NS(=O)(=O)c3ccc(Cl)cc3)c2)c2ccccc2c1=O
- HT1080 viability = -2%

(listing goes on)
smiles	HT1080 viability
CC1CCCC(C)N1C(=O)CSc1nnc(COc2ccccc2)n1-c1ccccc1 (configuration not stated)	1%
CCOC(=O)COc1ccc(S(=O)(=O)Nc2cccc(SC)c2)cc1	8%
COc1ccc(S(=O)(=O)CCC(=O)N(C)c2ccc(OC)cc2OC)cc1	-6%
COc1ccc(Nc2ncccc2C(=O)O)cc1	7%
COCc1cc(=O)[nH]c(/N=C(\N)Nc2cccc(C)c2)n1	-7%
C=CC[n+]1c(-c2ccc(OC)c(OC)c2)csc1NNC(=O)Nc1ccccc1	-20%
CC12CC(c3ccccc3O1)N(C(=O)c1ccco1)C(=S)N2c1ccc(F)cc1 (configuration not stated)	4%
COc1ccc2c(C(=O)CN3CCC(C)CC3)c[nH]c2c1	-9%
COC(=O)C1CSc2[nH]c(=O)sc2C1c1ccc(O)c(OC)c1 (configuration not stated)	-7%
CN1CCN(C(=O)CCCOc2cc(=O)n(C)c3ccccc23)CC1	-4%
CCn1c(=O)cc(SCC(=O)N2CCN(C)CC2)c2ccccc21	10%
CCCCCC1CC(/C(C)=N/NC(N)=O)OC1=O (configuration not stated)	-11%
O=C(CSc1nnc(Cn2cnc3ccccc32)o1)Nc1cccc2ccccc12	-7%
Cc1ccc(Cl)cc1N1CCN(C(=O)CSc2nnc3n2C(C)(C)Cc2ccccc2-3)CC1	-13%
Cc1ccc(S(=O)(=O)c2ccc(C)cc2)cc1	5%
CCn1c(SCc2nc3ccccc3[nH]2)nnc1-c1cccnc1	13%
CC(C)(C)NC(=O)Cn1nnc(-c2ccccc2NC(=O)c2ccco2)n1	10%
COc1ccc2c(C)cc(=O)[nH]c2c1	-5%
COc1c(C)cccc1C(=O)Nc1ccc(N2CCOCC2)c(Cl)c1	32%
Cc1nc2c(Cl)cc(Cl)cc2[nH]1	0%
Fc1ccccc1CSc1nncn1NCc1cccs1	3%
COC(=O)c1ccc(CON2C(=O)c3ccccc3C2=O)cc1	24%
CC(C)(C)NC(=O)C(c1ccccn1)N(C(=O)C1CSC(=O)C1)c1ccc(F)cc1 (configuration not stated)	4%
COC(=O)[C@@]1(Cc2ccc(OC)cc2)[C@H]2c3cc(C(=O)N4CCCC4)n(Cc4cc(F)cc5c4OCOC5)c3C[C@H]2CN1C(=O)c1ccccc1	-39%
Cc1cc(N)n(-c2ccc3ccccc3c2)n1	0%
CCCC(C)C(=O)Nc1ccc(Cl)cc1Cl (configuration not stated)	-8%
COc1ccc(Cl)cc1C(=O)Nc1ccc(S(=O)(=O)N2CCCC2)cc1	-8%
O=C(NC1(C(F)(F)F)C(=O)Nc2c1c(=O)[nH]c(=O)n2Cc1ccccc1)c1ccco1 (configuration not stated)	-5%
Cc1ccn(C(=O)c2cc3ccccc3oc2=O)n1	-20%
CC1(C)CC(NC(=O)COc2ccc3ccccc3c2)CC(C)(C)N1	-8%
CCCCCCC1CC(C)(/C(C)=N/NC(N)=O)OC1=O (configuration not stated)	20%
CCCNC(=O)CN(c1ccccc1)S(=O)(=O)c1ccc(OC)c(OC)c1	-12%

(further entries)
compound	HT1080 viability
O=C(CSc1ccccn1)Nc1cccc(NC(=O)CSc2ccccn2)n1	-6%
CCc1cccc2nc3c(c([Si](CC)(CC)CC)c12)Cn1c-3cccc1=O	-1%
Cc1cc(N/C=C\C(=O)c2ccc(Cl)c(Cl)c2)no1	-2%
O=C(NNC(=O)c1ccc([N+](=O)[O-])o1)c1ccccc1	8%
CCC(C(=O)O/N=C(\N)c1cccc(C)c1)c1ccccc1 (configuration not stated)	5%
CC(C)Oc1cccc(-c2nnc(SCC(=O)Nc3ccc4c(c3)OCCO4)n2N)c1	-11%
Cn1c(C(=O)OC(C(=O)NC2CCCCC2)c2ccccn2)cc2sccc21 (configuration not stated)	-10%
O=C1c2ccccc2-c2onc3ccc(Oc4ccccc4)c1c23	4%
CC(C)C[C@H](NC(=O)OC(C)(C)C)C(=O)N/N=C/C1=Cc2ccccc2OC1C (some centres not stated)	7%
NC(=O)c1ccc(N2CCCCC2)c(N2C(=O)C3CC=CCC3C2=O)c1 (configuration not stated)	-4%
COc1ccc(C(=O)Nc2cccc(-c3nnc(-c4ccco4)o3)c2)cc1	-19%
O=C(CN1CCC(NC(=O)c2ccco2)CC1)Nc1cccc2ccccc12	-2%
CC1=C(C(=O)OCc2ccccc2)C(C2CC2)NC(=O)N1CCCCCC(=O)O (configuration not stated)	-30%
Cn1nc(-c2ccccc2)c(-c2nc(-c3cccc(C(F)(F)F)c3)no2)c1Cl	7%
COc1ccc(-c2nnc3c4ccccc4c(C)nn23)cc1	-15%
Cc1ccc2nc(-c3sc4nc(C)cc(C)c4c3N)[nH]c2c1	9%
Cc1ccc(CC(NC(=O)c2ccccc2)C(=O)NC(C)C(=O)O)cc1 (configuration not stated)	-4%
CCCCCCCC1CC(CSc2ncn[nH]2)OC1=O (configuration not stated)	-7%
Cc1ccc(NC(=O)Nc2ccc3oc(C)nc3c2)cc1	-2%
CCOC(=O)C1CCCN(c2cc(C)nc3cc(-c4ccc(Cl)cc4)nn23)C1 (configuration not stated)	-16%
c1ccc(-c2ncnc3cc4n(c23)CCC4)cc1	-2%
COc1ccc(CC(=O)OCC(=O)Nc2ncc(Cl)cc2Cl)cc1OC	8%
c1ccc2oc(Cc3ccc(Cc4nc5ccccc5o4)cc3)nc2c1	-4%
Fc1cccc(-c2cc3nc(-c4ccccc4)cc(N4CCC5(CC4)OCCO5)n3n2)c1	-15%
Cc1sc2nc(SCC(N)=O)n(C)c(=O)c2c1C	-1%
CCC(C)(C)NC(=O)C(c1ccc(C)cc1)N(Cc1ccco1)C(=O)Cn1nnc2ccccc21 (configuration not stated)	7%
O=c1sc2ccccc2n1CCCOc1ccccc1	-15%
CC1CCCC(NC(=O)COC(=O)CCC2CCCC2)C1C (configuration not stated)	-5%
CN1CCN(c2ccccc2NC(=O)c2ccc(-c3ccc(Cl)cc3Cl)o2)CC1	-14%
O=C1Nc2ccccc2/C1=C/C(=O)c1cccs1	-4%
O=C(Nc1cccc2ccccc12)c1cn(-c2ccccc2)nc1-c1cccs1	-10%
N#Cc1c(N)nc2c3c(sc(=N)c2c1N)NC(=O)CC3c1ccccc1Cl (configuration not stated)	-1%
Cn1c(SCCOc2ccccc2Cl)nnc1-c1cccs1	-12%
COc1ccc(-c2nnc(SCCC(=O)O)n2-c2ccccc2)cc1OC	-5%
CCOc1cc(C=O)ccc1OCCCN1C(=O)NC(C)(C)C1=O	-9%
CCOc1ccc(-n2c(C)nc3cc(C(=O)NCCN4CCOCC4)ccc32)cc1	-10%
Cc1ccccc1OCCCCn1cnc2ccccc21	-27%
N#CC1=C(N)N(c2ccccc2)C(c2cccc([N+](=O)[O-])c2)C1(C#N)C#N (configuration not stated)	-6%
Oc1c(Cl)cc(Cl)cc1C=Nc1ccc2c(c1)OCCO2	-5%
COc1ccc(-c2cc(C(F)(F)F)n3nc(C(=O)NCc4ccco4)cc3n2)cc1OC	2%
O=C(O)CC(=O)Nc1ccccc1	1%
CCOC(=O)CN1C=C(c2ccc3ccccc3n2)C(C[N+](=O)[O-])c2ccccc21 (configuration not stated)	-7%

High-throughput results from PubChem BioAssay.

An excerpt. The share of hits here may be higher or lower than overall.
